# Assay outcomes from PubChem BioAssay.
# Gli-Sufu antag: blocks Gli-Sufu signaling in a luciferase reporter. Sufu-KO-LIGHT fibroblasts, Gli luciferase reporter luminescence. inhibition, % at 5 µM. 340,000 compounds, 0.74% hits;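 active = inhibition above about 55%, limit read from the data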;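 note: 0% = DMSO-treated cells and 100% = wells with medium but no cells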
# APOBEC3G inh: inhibitors of human APOBEC3G DNA deaminase; Q9HC16; recombinant A3G, ssDNA deamination FAM/TAMRA fluorescence; inhibition, % at 20 µM; 330,000 compounds, 0.28% hits; AID 493012;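 active = inhibition of at least 40% at 20 µM, with no more than 30% in the related APOBEC3A deaminase screen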;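 note: plate controls were DMSO wells with A3G for no effect and wells lacking A3G enzyme for full effect; some compounds called inactive have numbers as strong as hits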
# Target sequence (Q9HC16 whole entry, looked up): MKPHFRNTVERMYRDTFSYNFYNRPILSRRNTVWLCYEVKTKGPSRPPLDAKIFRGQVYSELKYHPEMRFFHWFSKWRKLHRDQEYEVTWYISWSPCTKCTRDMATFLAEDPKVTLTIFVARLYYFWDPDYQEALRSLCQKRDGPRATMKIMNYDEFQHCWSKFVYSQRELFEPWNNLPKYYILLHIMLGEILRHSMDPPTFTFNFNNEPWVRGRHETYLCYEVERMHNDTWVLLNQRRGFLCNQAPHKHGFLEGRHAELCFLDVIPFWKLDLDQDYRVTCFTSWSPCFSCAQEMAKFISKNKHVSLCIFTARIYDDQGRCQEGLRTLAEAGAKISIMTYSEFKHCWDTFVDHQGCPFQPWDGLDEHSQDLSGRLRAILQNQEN
# APOBEC3A inh: inhibitors of human APOBEC3A DNA deaminase. P31941. recombinant A3A, FAM/TAMRA ssDNA deamination fluorescence. inhibition, % at 20 µM. 330,000 compounds, 0.41% hits;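 active = at least 40% inhibition at 20 µM here, with at most 30% in a related deaminase screen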;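 note: plate controls were A3A with DMSO for no effect and wells lacking A3A enzyme for full effect; some results filed as inactive read as strong as hits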
# MPTP inh: blocks calcium-induced mitochondrial swelling; isolated mouse mitochondria, Ca2+ swelling absorbance, 30 min; inhibition, % at 10 µM; 360,000 compounds, 1.4% hits; AID 602449;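 active = inhibition of 50% or more, scaled per plate between neutral and stimulator controls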;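 note: 0% = DMSO wells given calcium and 100% = 1 mM EGTA wells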
# CXCR6 block: inhibitors of human CXCR6 receptor | O00574 | CHO-K1 PathHunter CXCR6 beta-arrestin, luminescence | inhibition, % at 20 µM | 360,000 compounds, 0.36% hits; in the data active = inhibition above about 34%, passing the limit was not always enough;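 note: antagonist mode with CXCL16 agonist at 10 nM final; 0% = 10 nM CXCL16 with DMSO and 100% = unstimulated wells without agonist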
# EBI2 antag: blocks human EBI2 receptor beta-arrestin signaling. EBI2 beta-arrestin recruitment, luminescence, 7a,25-OHC stimulated. inhibition, % at 5 µM. 360,000 compounds, 0.81% hits. P32249; in the data active = inhibition above about 38%;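 note: enzyme fragment complementation signal reports receptor beta-arrestin coupling in cells; 0% = agonist plus DMSO wells and 100% = wells without agonist; some results beyond the cut were filed as inactive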
# Target sequence (P32249 whole entry, looked up, the tested form may be a part): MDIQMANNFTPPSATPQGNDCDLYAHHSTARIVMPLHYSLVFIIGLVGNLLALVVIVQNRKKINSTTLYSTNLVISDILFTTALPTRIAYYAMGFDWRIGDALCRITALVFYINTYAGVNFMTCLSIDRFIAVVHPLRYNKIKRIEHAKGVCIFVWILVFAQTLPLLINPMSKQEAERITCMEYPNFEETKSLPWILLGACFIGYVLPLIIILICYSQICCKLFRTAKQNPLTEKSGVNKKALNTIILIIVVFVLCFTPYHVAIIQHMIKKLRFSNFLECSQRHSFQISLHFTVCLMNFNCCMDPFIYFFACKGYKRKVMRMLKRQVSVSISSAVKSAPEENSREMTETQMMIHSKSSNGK
# GRIN3A LBD mod: NR3A (human) ligand-binding domain modulation. Tm shift relative to glycine control, % at 25 µM. 340,000 compounds, 2.5% hits. AID 1259313. NR3A LBD differential scanning fluorimetry, Tm shift; 0% = protein alone, 100% = glycine-bound protein;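 active = melting temperature shift of at least 10% of the positive control shift, at one fixed dose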
# CCR6 antagonist: antagonists of human CCR6 receptor | CHO-K1 CCR6 PathHunter beta-arrestin, luminescence, CCL20-stimulated | inhibition, % at 20 µM | 340,000 compounds, 0.49% hits | AID 493098;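 active = compounds whose inhibition of the agonist-driven luminescence signal at 20 µM reaches about 50%, limit read from the data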;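 note: cells stimulated with CCL20 at 14 nM final; plate controls were DMSO with CCL20 for no effect and DMSO without agonist for full effect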
# Target sequence (P51684 whole entry, looked up): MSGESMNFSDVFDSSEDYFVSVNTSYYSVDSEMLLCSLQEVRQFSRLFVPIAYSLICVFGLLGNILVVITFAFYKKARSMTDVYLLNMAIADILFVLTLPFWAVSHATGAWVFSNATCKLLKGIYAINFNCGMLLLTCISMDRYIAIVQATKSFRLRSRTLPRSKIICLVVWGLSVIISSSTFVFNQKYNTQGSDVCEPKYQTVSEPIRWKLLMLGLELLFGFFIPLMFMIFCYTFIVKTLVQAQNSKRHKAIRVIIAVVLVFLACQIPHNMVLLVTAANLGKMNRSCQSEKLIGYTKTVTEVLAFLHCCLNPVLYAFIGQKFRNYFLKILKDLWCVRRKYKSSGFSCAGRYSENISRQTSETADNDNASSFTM
# Starred values were filed as active, the others as inactive; · = not tested or not shown.
no.	Structure	Gli-Sufu antag	APOBEC3G inh	APOBEC3A inh	MPTP inh
1	O=C(CNC(=O)c1ccccc1)OCC(=O)c1c[nH]c2ccccc12	6.8	-5.4	-3.5	-0.7
2	O=C(CN(Cc1ccccc1)C1=NCCS1)c1ccc(Cl)cc1	15.8	-2.4	2.4	-0.4
3	COc1ccc(NC(=O)CN2C(=O)CC(C)(C)S(=O)(=O)c3ccccc32)cc1	-0.3	-1.6	0.1	-1.0
4	COc1ccc(OC(=O)COc2cc(C)ccc2C)cc1	-36.8	-3.5	-5.4	0.4
5	CC1CC(C)(C)NCc2ccccc21 (stereo not given)	1.8	-1.2	-2.6	-1.2
6	Cc1ccc(S(=O)(=O)NCCNC(C)c2ccc(Br)cc2)cc1 (stereo not given)	10.2	2.7	0.5	-0.1
7	C/C(N)=C(/C#N)C(=O)CSc1nnc(Nc2ccccc2C)s1	-13.8	-4.0	1.2	-1.8
8	CCc1noc(C)c1C(=O)Nc1ccccc1N1CCOCC1	-1.4	1.6	5.5	-0.3
9	CCOC(=O)CNC(=O)C1c2ccccc2C(=O)N(c2ccc(OC)cc2)C1c1ccc(OC)cc1 (stereo not given)	1.7	-2.3	-1.5	-1.6
10	CCC(O)C1CCN(C(=O)c2cc(COc3ccc4ncccc4c3)on2)CC1 (stereo not given)	72.6*	-1.9	1.4	91.9*

no.	CXCR6 block	EBI2 antag	GRIN3A LBD mod	CCR6 antagonist
1	-2.8	-6.0	-6.3	1.5
2	7.0	2.9	1.0	22.5
3	2.0	-5.5	-1.4	5.4
4	1.7	-9.8	0.8	13.9
5	11.1	-5.7	-0.8	3.0
6	-0.1	43.7*	0.5	12.5
7	-9.7	-2.3	-0.6	3.9
8	-1.1	-8.8	1.0	6.0
9	2.3	-4.0	-0.9	11.0
10	1.8	-1.8	-0.9	-3.1

# Other compounds.
no.	Structure	Gli-Sufu antag	APOBEC3G inh	APOBEC3A inh	MPTP inh
11	CCOC(=O)c1ccc2c(c1)nc(SCC(=O)NC(C)C)n2CC	0.4	-9.1	-1.0	0.6
12	Oc1cc(Cl)cc(Cl)c1Cl	-10.0	-9.7	-6.6	52.5*
13	CN(C)Cc1ccc(-c2nc3cccc4c3n2CCNC4=O)cc1	-1.5	-2.2	-0.5	0.0
14	COc1cccc(OCc2cc(C(=O)N(C)C3CCOCC3)no2)c1	-7.1	-5.0	0.0	0.0
15	Cc1onc(-c2ccccc2Cl)c1C(=O)Nc1cc(=O)n(C)c(=O)n1C	-5.4	-8.2	-0.8	0.0
16	Cc1cc(C)n2c(nc3ccccc32)c1C(=O)NCc1ccccc1	6.3	-7.6	0.1	1.3
17	CCOC(=O)[C@@H]1[C@H]2COc3cc(OC)ccc3[C@@H]2N2C(=O)N(c3ccccc3)C(=O)[C@]12C	-7.3	-6.5	0.4	-0.6
18	COc1ccc(NC(=O)COc2ccccc2C#N)c(S(=O)(=O)N2CCCCC2)c1	12.9	1.5	2.2	3.0
19	COc1ccc(NC(=O)CC2(Cc3ccccc3)CCOC(C)(C)C2)cc1 (stereo not given)	-3.2	2.0	1.9	0.4
20	CC1CC2=C(NC(=S)NC2c2cccc(F)c2)/C(=C/c2cccc(F)c2)C1 (stereo not given)	15.3	·	·	-4.0

no.	CXCR6 block	EBI2 antag	GRIN3A LBD mod	CCR6 antagonist
11	-1.8	4.7	2.2	1.6
12	-3.8	2.3	1.6	-12.3
13	-4.2	-8.0	0.7	-3.8
14	-6.2	-3.8	0.1	-6.6
15	6.9	-7.9	1.7	14.8
16	2.8	-14.4	0.0	1.7
17	13.7	-7.0	0.2	20.6
18	6.4	-1.1	0.1	0.4
19	7.8	3.2	-2.7	12.3
20	2.7	18.0	2.2	24.1

# Remaining list, next part.
no.	Structure	Gli-Sufu antag	APOBEC3G inh	APOBEC3A inh	MPTP inh
21	COc1ccc(NC(=O)c2sc3nc(N4CCOCC4)c4c(c3c2N)CC(C(C)C)OC4)c(OC)c1 (stereo not given)	-5.5	-12.1	-11.1	-0.5
22	CNS(=O)(=O)c1cccc(C(=O)Nc2cccnc2)c1	4.9	-2.8	-2.0	-2.6
23	CC(=O)Oc1ccc(-c2ccc(C(=O)O)cc2)cc1	-15.8	-2.2	0.8	-1.5
24	Cc1coc2c1c(C)cc1oc(=O)c(CC(=O)NCC(=O)N[C@H](C(=O)O)C(C)C)c(C)c12	23.9	-5.0	-2.0	-0.1
25	FC(F)(F)c1ccccc1-n1c(-c2cnccn2)n[nH]c1=S	11.8	-7.9	-6.1	2.5
26	Cc1nc2cc(NCc3cccs3)ccc2n1C	-36.8	-0.5	1.2	-1.1
27	COc1ccc(Cl)c(S(=O)(=O)N2CCCC2)c1	-13.8	-11.9	-7.0	0.1
28	COc1ccccc1-n1cnnc1SCC(=O)NC1CCCC1	-2.1	-4.2	-2.3	0.7
29	COCC(=O)N1CCC(Oc2ccc(C(=O)NC(C)c3nccs3)cc2)CC1 (stereo not given)	-0.7	-8.4	-3.3	-2.2
30	CCCNC(=O)c1ccc(SC)cc1OC	-4.6	-2.9	-3.4	-0.3

no.	CXCR6 block	EBI2 antag	GRIN3A LBD mod	CCR6 antagonist
21	-2.4	4.3	0.5	-3.8
22	-9.0	1.8	1.3	0.5
23	-4.5	-9.0	2.0	-2.2
24	4.3	-4.6	-1.0	-1.1
25	8.7	-4.0	0.2	-5.6
26	-1.7	-10.3	-2.0	1.7
27	1.6	-0.4	-0.6	0.7
28	4.5	-3.8	-1.6	8.7
29	0.7	1.6	0.3	4.0
30	7.4	-3.6	-1.6	-8.4

# Following part.
no.	Structure	Gli-Sufu antag	APOBEC3G inh	APOBEC3A inh	MPTP inh
31	Cc1nc(NC(N)=S)sc1C(=O)Nc1ccccc1	-11.6	-2.2	-3.5	5.7
32	O=C(CN1C(=O)NC2(CCOc3ccccc32)C1=O)c1ccc(Br)cc1 (stereo not given)	7.6	0.7	-4.0	0.3
33	CCCCNC(=O)c1sc(=S)n(-c2ccccc2OC)c1N	7.0	6.1	-0.9	-0.7
34	C[C@H](NC(=O)COc1ccccc1)C(=O)OCC(=O)c1cc2ccccc2o1	0.2	·	·	-0.5
35	COc1cccc(Cn2c(NCc3cccnc3)nc3c2c(=O)n(C)c(=O)n3C)c1	25.2	-6.1	-9.4	-0.1
36	Cn1c(=O)[nH]c(=O)c2c1nc(Br)n2CCCCSc1nc2ccccc2o1	0.5	-4.3	3.2	0.2
37	Cn1cnnc1SCC(=O)NNC(=O)c1ccc(Cl)cc1	-5.5	-6.5	-4.8	-0.4
38	COc1cc2[nH]c(=S)nc(NCc3cccnc3)c2cc1OC	4.8	-4.9	-3.1	-0.1
39	COc1c2ccc(C(=O)NCc3cc(C(F)(F)F)cc(C(F)(F)F)c3)cc2nn1C	10.0	-0.7	-0.3	1.3
40	COc1ccc(O)c(C(=O)CC(=O)c2ccc(F)cc2)c1	-110.3	-5.1	-4.6	10.5

no.	CXCR6 block	EBI2 antag	GRIN3A LBD mod	CCR6 antagonist
31	11.1	0.3	-7.4	17.7
32	1.5	7.6	-1.2	7.4
33	-1.2	-4.5	-0.8	3.1
34	48.0*	21.5	-5.3	76.0*
35	-9.3	-1.8	-0.6	5.1
36	-5.6	-11.2	-2.3	-19.8
37	2.7	-5.3	0.2	-6.2
38	7.0	-6.4	1.7	-0.8
39	-3.5	-39.2	0.8	0.6
40	8.8	16.3	-6.3	13.1

# The list continues:
no.	Structure	Gli-Sufu antag	APOBEC3G inh	APOBEC3A inh	MPTP inh
41	CC(=O)Nc1cccc(-c2nc3ccccc3c(=O)o2)c1	-2.1	-3.1	-1.6	-1.3
42	O=C(CC(Nc1ccc(F)cc1)c1ccccc1)c1ccccc1 (stereo not given)	-9.2	-8.3	0.8	-0.8
43	Cc1cccc(OCC(=O)Nc2ccc3c(c2)nc(CCN2CCN(c4ccccn4)CC2)n3C)c1	53.2	-3.9	10.8	1.3
44	O=C(Nc1ncc(Br)s1)C(Cc1ccccc1)n1cccc1 (stereo not given)	8.7	-4.0	0.6	1.2
45	Cc1cc(C)cc(NC(=O)CSc2nc3c(oc4ccccc43)c(=O)n2-c2ccccc2)c1	4.6	-4.8	-5.5	3.0
46	CCn1c(=S)sc2c(=O)n(CC(=O)Nc3ccc(OC)c(Cl)c3)c(C)nc21	3.9	-4.7	-2.5	1.3
47	O=C(CSc1nc2[nH]ncc2c(=O)[nH]1)NCc1ccccc1Cl	2.4	9.5	-5.1	0.8
48	CCOc1ccc2oc(C(=O)Nc3nccs3)c(C)c2c1	-127.7	-5.4	-4.3	0.1
49	COc1ccc(S(=O)(=O)N2CCOC23CCN(S(=O)(=O)c2ccccc2)CC3)cc1	5.7	-11.0	-3.9	-1.2
50	CC(=O)Nc1ccc(NC(=O)C2CC(=O)N(Cc3ccccc3)C2)cc1 (stereo not given)	-29.1	-9.5	-2.4	-0.5

no.	CXCR6 block	EBI2 antag	GRIN3A LBD mod	CCR6 antagonist
41	-5.9	-14.2	1.0	-11.1
42	4.1	-4.6	0.4	2.5
43	-23.3	-9.8	-2.5	9.6
44	-9.3	-0.2	-14.7	3.4
45	-2.2	24.1	-1.5	-17.8
46	8.5	0.1	12.2*	6.4
47	-4.3	-19.7	-6.4	6.6
48	-1.0	-9.2	1.5	3.2
49	-0.7	-3.8	4.4	5.3
50	5.9	-3.8	0.2	0.3

# Whole records as entered above. Screens in order: Gli-Sufu antag, APOBEC3G inh, APOBEC3A inh, MPTP inh, CXCR6 block, EBI2 antag, GRIN3A LBD mod, CCR6 antagonist
# COc1ccc(S(=O)(=O)N2CCOC23CCN(S(=O)(=O)c2ccccc2)CC3)cc1 in the list: 5.7, -11.0, -3.9, -1.2, -0.7, -3.8, 4.4, 5.3
# CC(=O)Nc1cccc(-c2nc3ccccc3c(=O)o2)c1 in the list: -2.1, -3.1, -1.6, -1.3, -5.9, -14.2, 1.0, -11.1
# CCOc1ccc2oc(C(=O)Nc3nccs3)c(C)c2c1 in the list: -127.7, -5.4, -4.3, 0.1, -1.0, -9.2, 1.5, 3.2

# Next part:
no.	Structure	Gli-Sufu antag	APOBEC3G inh	APOBEC3A inh	MPTP inh
51	Cc1csc(SCC(=O)NC(=O)c2ccccc2)n1	-1.3	-8.9	1.3	-0.3
52	COc1ccc(N2CCN(C(=O)CC34CC5CC(CC(C5)C3)C4)CC2)c([N+](=O)[O-])c1	2.7	-3.3	-0.7	4.0
53	C=CCC(=O)N1CCCC(C(=O)c2ccc(Cl)cc2)C1 (stereo not given)	-6.8	-2.3	0.0	-0.2
54	O=C(CN1C(=O)NC2(CCCc3ccccc32)C1=O)N1CCCCC1 (stereo not given)	-1.9	-9.1	14.1	-2.7
55	COc1ccc(C)cc1NC(=O)CN1C(=O)c2cccc3cccc1c23	0.9	2.3	1.4	-0.8
56	Cc1cccc(C2NC(c3cccc(C)c3)C([N+](=O)[O-])C(C)(C)C2[N+](=O)[O-])c1 (stereo not given)	0.5	-0.5	2.0	0.4
57	CC(C)C(NC(=O)c1ccc2c(c1)OCCO2)c1nc2ccccc2[nH]1 (stereo not given)	-7.1	-3.0	-1.1	-0.1
58	CC1Cc2ccccc2N1C(=O)COC(=O)c1cccnc1Cl (stereo not given)	-1.5	-5.8	1.9	-0.7
59	COc1cc(NC(=O)C2CCN(S(=O)(=O)c3cnc[nH]3)CC2)cc(OC)c1OC	-2.2	0.4	1.9	0.3
60	CCOC(=O)N1CCN(S(=O)(=O)c2ccc3c(c2)CC(C)N3C(=O)C2CC2)CC1 (stereo not given)	8.0	-3.4	-0.6	-1.5
61	CCOc1ccccc1NC(=O)CSc1nc2c(c(=O)n(C)c(=O)n2C)n1C	3.1	-14.4	1.5	0.8

no.	CXCR6 block	EBI2 antag	GRIN3A LBD mod	CCR6 antagonist
51	-6.2	-6.6	2.1	2.3
52	4.2	27.4	-9.2	15.6
53	-10.3	-6.8	0.2	6.4
54	1.5	1.7	-0.4	-4.4
55	3.1	3.2	-1.6	11.7
56	6.5	18.5	7.4	6.1
57	0.6	-4.2	-3.0	-1.1
58	3.2	-3.2	-1.4	-9.8
59	-1.1	-5.3	-0.1	-12.9
60	5.6	2.7	-6.3	8.5
61	-5.9	1.2	1.2	12.4
